TcdB GH inh – TcdB glycohydrolase inhibition | P18177 | TcdB glycohydrolase enzymatic assay, plate reader | inhibition, % at 9.99 µM | actives 0.24% (n = 350,000) | AID 652162; in the data active = inhibition above about 10%
BioA inh – inhibitors of Mycobacterium tuberculosis BioA enzyme; inhibition, % at 9.99 µM; purified M. tuberculosis BioA enzyme, plate reader; actives 0.096% (n = 360,000); AID 602481; in the data active = inhibition above about 40%
Starred values were filed as active, the others as inactive; & = joins results of further samples.

SMILES	TcdB GH inh	BioA inh
C[C@@H]1CN([C@H](C)CO)C(=O)c2cccc(NS(=O)(=O)c3cn(C)cn3)c2O[C@H]1CN(C)CC1CC1	-2.1	-0.6
O=C(C[C@H]1CC[C@H]2NC[C@@H](O)COC[C@@H]2O1)NCCc1ccccc1	0.5	1.1
C[C@H](CO)N1C[C@H](C)[C@@H](CN(C)S(=O)(=O)c2cccs2)Oc2ccc(NS(=O)(=O)c3ccc(Cl)cc3)cc2C1=O	0.8	-1.6
COc1ccc(-c2cnc3c(c2)C(=O)N([C@H](C)CO)C[C@H](C)[C@H](CN(C)C(=O)Nc2cccc4ccccc24)O3)cc1	1.0	-0.9
CCCNC(=O)N(C)C[C@H]1Oc2ncc(C#CC3CC3)cc2C(=O)N([C@H](C)CO)C[C@@H]1C	-0.9	-0.2
CO[C@H]1CC[C@H]2CCN(C)C(=O)[C@H](C)[C@H](OC)CN(C)C(=O)c3cccc(C#N)c3OC[C@@H]1O2	-0.4	-1.1
CC=Cc1ccc2n(c1=O)C[C@@H]1[C@@H](CO)[C@H](C(=O)N[C@H](C)c3ccccc3)[C@H]2N1CC (mixture of isomers)	0.9	0.1
O=C(Nc1ccccc1F)N1C[C@H]2[C@@H](c3ccccc31)[C@H](CO)N2C(=O)C1CCCC1	-1.0	4.4
C[C@H](CO)N1C[C@H](C)[C@H](CN(C)C)Oc2ccc(NS(=O)(=O)c3ccc(Cl)cc3)cc2C1=O	-7.3	2.1
O=C(c1cccc(F)c1)N1CCCCN2[C@@H](CO)[C@@H](c3ccc(-c4ccc(F)cc4)cc3)[C@@H]2C1	0.8	-1.6
CN1C(=O)c2cc(NS(=O)(=O)c3ccc(F)cc3)ccc2OC[C@@H]2O[C@@H](CC(=O)NCC(F)(F)F)CC[C@@H]21	-0.1	-1.0
Cc1noc(C)c1NC(=O)N(C)C[C@@H]1OCCCC[C@@H](C)Oc2ccc(NS(=O)(=O)c3ccc(Cl)cc3)cc2C(=O)N([C@H](C)CO)C[C@H]1C	-2.7	0.7
Cc1noc(C)c1S(=O)(=O)N(C)C[C@@H]1Oc2ccc(NC(=O)CCC(F)(F)F)cc2CC(=O)N([C@H](C)CO)C[C@H]1C	-0.7	1.7
C[C@H]1CN([C@@H](C)CO)S(=O)(=O)c2ccc(C#Cc3ccncc3)cc2O[C@@H]1CN(C)C(=O)C1CCC1	0.5	-2.3
C/C=C/c1ccc([C@@H]2[C@@H](CO)N3CCCCN(C(=O)Nc4cc(F)ccc4F)C[C@@H]23)cc1	-0.1	-3.0
COc1ccc(S(=O)(=O)N(C)C[C@H]2Oc3ccc(NS(C)(=O)=O)cc3CC(=O)N([C@@H](C)CO)C[C@@H]2C)cc1	-2.6	-0.8
COC(=O)C[C@H]1CC[C@H]2[C@H](COc3ccc(NS(=O)(=O)c4ccc(C)cc4)cc3C(=O)N2C)O1	0.1	18
C[C@@H]1CN([C@@H](C)CO)C(=O)Cc2cc(NC(=O)Nc3ccc(F)cc3)ccc2O[C@@H]1CN(C)C(=O)Nc1ccccc1	-0.2	-2.2
O=C(NCC[C@H]1CC[C@H](NC(=O)C2CCCCC2)[C@H](CO)O1)Nc1ccc(Cl)cc1	-1.1	-1.1
C[C@H]1CN([C@@H](C)CO)C(=O)Cc2cc(NC(=O)CCN3CCOCC3)ccc2O[C@H]1CN(C)C(=O)Nc1ccccc1	0.7	-0.6
C[C@H]1CN([C@@H](C)CO)S(=O)(=O)c2ccc(-c3ccncc3)cc2O[C@H]1CN(C)Cc1ccccc1	0.1	2.6
CO[C@@H]1CN(C)C(=O)c2ccc(NC(=O)Nc3ccccc3)cc2OC[C@H](C)N(CC2CC2)C[C@@H]1C	-0.1	-1.2
COc1ccc(NC(=O)N2C[C@@H](O)COC[C@@H]3O[C@@H](CC(=O)N4CCOCC4)CC[C@H]32)cc1	-3.1	-1.5
CC=Cc1ccc2n(c1=O)C[C@H]1[C@H](CO)[C@@H](C(=O)NC3CCC3)[C@@H]2N1Cc1cccnc1 (mixture of isomers)	0.0	0.5
CCS(=O)(=O)N1CCCCN2[C@H](CO)[C@H](c3ccc(-c4ccccc4C)cc3)[C@H]2C1	0.3	-1.0
CCCNC(=O)Nc1ccc2c(c1)OC[C@@H](C)N(Cc1ccccc1)C[C@@H](C)[C@@H](OC)CN(C)C2=O	-1.2	2.2
O=C(NCCN1CCCC1)[C@@H]1N[C@@H]2c3ccc(C4=CCCCC4)c(=O)n3C[C@@H]2[C@H]1CO	0.3	-1.3
C[C@H]1CN([C@@H](C)CO)C(=O)c2cc(/C=C/c3ccccc3)cnc2O[C@@H]1CN(C)Cc1cccnc1	0.5	6.3
C[C@H](CO)N1C[C@H](C)[C@@H](CN(C)S(=O)(=O)c2ccccc2)Oc2ccc(NC(=O)CCN3CCOCC3)cc2CC1=O	0.1	3.3
CC(C)NC(=O)N1[C@H](C#N)[C@H](c2ccc(-c3ccc(F)cc3)cc2)[C@H]1CO	-1.2	2.4
O=C(C[C@H]1CC[C@@H](NC(=O)C2CCOCC2)[C@@H](CO)O1)Nc1nccs1	0.7	-2.2
C[C@@H]1CN([C@@H](C)CO)S(=O)(=O)c2ccc(C#CC3CC3)cc2O[C@@H]1CN(C)C(=O)c1cnccn1	0.4	0.9
C[C@@H]1CCCCO[C@@H](CN(C)C(=O)Nc2cccc3ccccc23)[C@@H](C)CN([C@H](C)CO)C(=O)c2cc(NC(=O)Nc3ccc(F)cc3)ccc2O1	-0.7	-0.3
C[C@@H]1CN([C@H](C)CO)C(=O)c2cccc(NC(=O)C3CCOCC3)c2O[C@H]1CN(C)Cc1ccc2c(c1)OCO2	0.3	-1.9
C[C@@H](NC(=O)C[C@H]1C=C[C@H](NC(=O)Nc2ccc3c(c2)OCO3)[C@@H](CO)O1)c1ccccc1	-0.4	-1.6
CC(=O)N(C)C[C@@H]1Oc2cc(-c3ccccc3)ccc2S(=O)(=O)N([C@@H](C)CO)C[C@H]1C	0.1	3.1

Retrieved one by one from the list above:
SMILES	TcdB GH inh	BioA inh
CC(=O)N(C)C[C@@H]1Oc2cc(-c3ccccc3)ccc2S(=O)(=O)N([C@@H](C)CO)C[C@H]1C	0.1	3.1
C[C@@H]1CN([C@@H](C)CO)S(=O)(=O)c2ccc(C#CC3CC3)cc2O[C@@H]1CN(C)C(=O)c1cnccn1	0.4	0.9
C[C@H](CO)N1C[C@H](C)[C@@H](CN(C)S(=O)(=O)c2ccccc2)Oc2ccc(NC(=O)CCN3CCOCC3)cc2CC1=O	0.1	3.3

Other records.
SMILES	TcdB GH inh	BioA inh
Cn1cnc(S(=O)(=O)N2C[C@H](O)COC[C@H]3O[C@H](CC(=O)NC4CCCC4)CC[C@@H]32)c1	-1.2	-1.0
COc1ccc(NC(=O)N(C)C[C@@H]2Oc3ncc(-c4cc5ccccc5o4)cc3C(=O)N([C@H](C)CO)C[C@@H]2C)cc1	1.2	1.1
Cc1noc(C)c1NC(=O)Nc1ccc2c(c1)CC(=O)N([C@@H](C)CO)C[C@H](C)[C@H](CN(C)Cc1ccc(Cl)c(Cl)c1)O2	0.3	1.7
COc1cccc(S(=O)(=O)N[C@H]2CC[C@@H](CCn3cc(-c4ccccn4)nn3)O[C@H]2CO)c1	-0.4	4.9
CN(C)CCCNC(=O)C[C@H]1CC[C@@H]2[C@H](COc3ccc(NS(C)(=O)=O)cc3C(=O)N2C)O1	1.2	-0.2
COCCNC(=O)C[C@H]1CC[C@@H](NS(=O)(=O)c2ccc(C)cc2)[C@H](CO)O1	-0.6	0.9
C[C@H](CO)N1C[C@H](C)[C@H](CN(C)C(=O)C2CCCCC2)OCCCC[C@H](C)Oc2ccc(NC(=O)C3CCCCC3)cc2C1=O	-0.6	0.3
C[C@H]1CN([C@@H](C)CO)C(=O)c2cc(C#CCN(C)C)cnc2O[C@H]1CN(C)C(=O)NC1CCCCC1	0.3	0.5
CCC(=O)N1CCCCN2[C@H](C1)[C@@H](c1ccc(-c3cccnc3)cc1)[C@@H]2CO	-0.1	6.6
C[C@H](CO)N1C[C@H](C)[C@@H](CN(C)Cc2ccccc2)OCCCC[C@H](C)Oc2ccc(NC(=O)Nc3ccc(F)cc3)cc2C1=O	-0.8	-1.8
O=C(C[C@@H]1CC[C@@H](NC(=O)c2ccc3c(c2)OCO3)[C@@H](CO)O1)NCc1ccc(Cl)cc1	0.3	-0.7
CC(C)C#Cc1ccc2c(c1)O[C@H](CN(C)C(=O)NC(C)C)[C@H](C)CN([C@H](C)CO)S2(=O)=O	-6.0	-0.5

At a glance, some entries already given:
SMILES	TcdB GH inh	BioA inh
Cc1noc(C)c1NC(=O)Nc1ccc2c(c1)CC(=O)N([C@@H](C)CO)C[C@H](C)[C@H](CN(C)Cc1ccc(Cl)c(Cl)c1)O2	0.3	1.7
COc1cccc(S(=O)(=O)N[C@H]2CC[C@@H](CCn3cc(-c4ccccn4)nn3)O[C@H]2CO)c1	-0.4	4.9
CN(C)CCCNC(=O)C[C@H]1CC[C@@H]2[C@H](COc3ccc(NS(C)(=O)=O)cc3C(=O)N2C)O1	1.2	-0.2

(cont.)
SMILES	TcdB GH inh	BioA inh
CO[C@H]1CN(C)C(=O)c2ccc(NC(=O)C3CCC3)cc2OC[C@@H](C)NC[C@@H]1C	0.5	-1.1
CN(C)C(=O)C[C@H]1CC[C@@H](NC(=O)NC2CCCCC2)[C@@H](CO)O1	0.4	-1.5
O=C(C[C@H]1CC[C@H](NS(=O)(=O)c2ccccc2)[C@@H](CO)O1)N1CCc2ccccc2C1	-0.1	4.1
CC(C)NC(=O)N(C)C[C@H]1Oc2ccc(NC(=O)C3CC3)cc2CC(=O)N([C@@H](C)CO)C[C@H]1C	0.7	-2.4
CC(C)(O)C#Cc1cccc(-c2nc(C(=O)O)cc3c2[C@H](CCO)N(S(=O)C(C)(C)C)C3)c1 (some centres undefined)	0.2	-1.4
CCC(=O)Nc1ccc2c(c1)OC[C@H](C)N(C(=O)c1ccccn1)C[C@@H](C)[C@H](OC)CN(C)C2=O	-7.4	-5.4
C[C@H](O)C#Cc1ccc([C@@H]2[C@H]3CN(C(=O)c4cccc(F)c4)CCCCN3[C@H]2CO)cc1	0.4	-4.0
C[C@@H]1CN([C@@H](C)CO)C(=O)c2cc(NC(=O)Nc3ccc4c(c3)OCO4)ccc2O[C@H]1CN(C)Cc1ccccc1	0.3	-0.6
C[C@@H]1CN([C@H](C)CO)C(=O)c2cc(C#C[C@@H](C)O)cnc2O[C@@H]1CN(C)C(=O)Cc1ccncc1	-0.2	-2.5
CO[C@@H]1CN(C)C(=O)c2cc(NC(=O)C3CC3)ccc2OC[C@H](C)N(Cc2cccnc2)C[C@@H]1C	2.1	6.3
C[C@@H]1CCCCO[C@@H](CN(C)C(=O)CCC(F)(F)F)[C@H](C)CN([C@@H](C)CO)C(=O)c2cc(NS(=O)(=O)c3ccccc3)ccc2O1	0.4	0.3
COc1cccc(S(=O)(=O)N2CCCCN3[C@@H](CO)[C@@H](c4ccc(-c5cncnc5)cc4)[C@@H]3C2)c1	-0.5	2.8
C[C@@H](NC(=O)C[C@H]1CC[C@H](NC(=O)c2cccnc2)[C@H](CO)O1)c1ccccc1	1.4	-2.0
CO[C@H]1CN(C)C(=O)c2cc(NS(C)(=O)=O)ccc2OC[C@H](C)N(C(=O)C2CCOCC2)C[C@H]1C	0.2	-0.8
CCS(=O)(=O)Nc1ccc2c(c1)C(=O)N(C)[C@@H]1CC[C@@H](CC(=O)NCCOC)O[C@@H]1CO2	-0.3	0.8
Cc1ccccc1S(=O)(=O)N(C)C[C@H]1OCc2ccccc2-c2ccccc2C(=O)N([C@H](C)CO)C[C@H]1C	0.5	4.2
COc1ccc(S(=O)(=O)N(C)C[C@@H]2Oc3c(NC(=O)NC4CCCCC4)cccc3C(=O)N([C@@H](C)CO)C[C@@H]2C)cc1	0.2	1.1
Cc1cccc(S(=O)(=O)N[C@H]2CC[C@@H](CCNS(=O)(=O)c3ccccc3F)O[C@@H]2CO)c1	-2.5	-1.0
CN1[C@@H]2Cn3c(ccc(-c4ccccc4)c3=O)[C@H]1[C@@H](C(=O)Nc1nccs1)[C@@H]2CO	0.4	-0.9
C[C@H]1CN([C@@H](C)CO)C(=O)Cc2cc(NC(=O)Nc3ccccc3)ccc2O[C@@H]1CN(C)C(=O)NC1CCCCC1	0.7	-3.7
CO[C@H]1CN(C)C(=O)c2ccc(NS(=O)(=O)c3ccc(Oc4ccccc4)cc3)cc2OC[C@@H](C)NC[C@H]1C	1.0	0.0
C[C@H](CO)N1C[C@H](C)[C@@H](CN(C)Cc2ccc(C(=O)Nc3ccccc3N)cc2)Oc2ccc(NC(=O)Cn3cnnn3)cc2C1=O	0.9&0.1	2.9&2.9
Cc1ccc(S(=O)(=O)N[C@@H]2CC[C@H](CCNC(=O)c3ccccc3F)O[C@H]2CO)cc1	-1.1	1.0
CO[C@@H]1CN(C)C(=O)c2cc(NC(=O)c3cnccn3)ccc2OC[C@@H](C)N(C(=O)c2cnccn2)C[C@H]1C	0.2	-2.5
Cc1ccc(S(=O)(=O)Nc2ccc3c(c2)C(=O)N([C@@H](C)CO)C[C@@H](C)[C@H](CN(C)Cc2ccccc2)O3)cc1	0.2	0.6
C[C@H]1CN([C@@H](C)CO)C(=O)c2cccc(NC(=O)Nc3cccc4ccccc34)c2O[C@H]1CN(C)Cc1ccc(C(F)(F)F)cc1	0.1	0.2
CN(C)CC#Cc1ccc([C@@H]2[C@H](CO)N3CCCCN(C(=O)C4CC4)C[C@@H]23)cc1	-0.4	1.3
Cc1noc(C)c1S(=O)(=O)Nc1ccc2c(c1)C(=O)N([C@@H](C)CO)C[C@H](C)[C@@H](CN(C)C(=O)Nc1ccc(C(F)(F)F)cc1)OCCCC[C@@H](C)O2	-1.0	-0.7

This is a subset; the hit share may differ from the screen's.
